POLB inh = qHTS Assay for Inhibitors of DNA Polymerase Beta. Pol beta primer extension/strand displacement, fluorescence kinetic. P06746. hit rate 1.3% among 340,000. Potency, µM (top dose mostly 114 µM), for the others: top-dose activity change, negative = inhibition, most hits filed as inhibitors; also: % is scaled to controls: 0 for no effect and ±100 for the full control effect
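Human Pol beta at 10 nM; strand-displacement substrate 50 nM final. Compound exposure 15 min at room temperature before start, reaction 10 min at room temperature.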
POLH inh = qHTS for Inhibitors of Polymerase Eta. DNA polymerase eta (Homo sapiens), Q9Y253. recombinant Pol eta, fluorescent DNA replication assay. Potency, µM (series often up to 114 µM), without a hit: at the top dose activity change, negative = inhibition, most hits filed as inhibitors. hit rate 1.2% among 390,000; also: % is scaled to controls: 0 for no effect and ±100 for the full control effect
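Pol eta at 10 nM preincubated with compounds 15 min at room temperature; reaction started with fluorescent substrate (50 nM final) and read kinetically at 0 and 10 min.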
BAZ2B inh = qHTS Assay for Inhibitors of BAZ2B. Bromodomain adjacent to zinc finger domain protein 2B (Homo sapiens), Q9UIF8. AlphaScreen BAZ2B-H3K14Ac peptide displacement. Potency, µM (highest dose often 114 µM), without a hit: at the top dose activity change, negative = inhibition, hits mostly inhibitors. hit rate 4.4% among 360,000. AID 504333, 2011; also: % is scaled to controls: 0 for no effect and ±100 for the full control effect; nearly all actives have a fitted effect of over 60% in size
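Compounds, titrated to a top concentration of 110 uM, were incubated 30 min at room temperature with preformed BAZ2B/acetyl-K14 H3 peptide complex (50 nM each). Proximity signal was measured by AlphaScreen after 20 min with beads.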
Pol kappa inh = qHTS for Inhibitors of Polymerase Kappa; hit rate 0.53% among 400,000; AID 588579, 2011; DNA polymerase kappa (Homo sapiens), Q9UBT6; purified Pol kappa, fluorescent DNA synthesis assay, 10 min; Potency, µM (highest dose often 107 µM), for inactives: top-dose activity, negative = inhibition, hits mostly inhibitors; also: % is scaled to controls: 0 for no effect and ±100 for the full control effect
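Here, compound and 10 nM enzyme are combined for 15 min at room temperature; adding 50 nM substrate (final) starts DNA synthesis, tracked by fluorescence at 0 and 10 min against buffer-only wells.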
Pol iota inh = qHTS for Inhibitors of Polymerase Iota; DNA polymerase iota (Homo sapiens), Q9UNA4; Pol iota fluorescent replication assay, 10 min; Potency, µM (series often up to 115 µM), for inactives: at the highest dose activity, negative = inhibition, usual class: inhibitors; hit rate 1% among 390,000
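Pol iota at 10 nM preincubated 15 min with compounds at room temperature; reaction started with fluorescent substrate, 50 nM final. Fluorescence read kinetically at 0 and 10 min; buffer-only wells as negative control.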
BLM helicase inh = qHTS Assay for Inhibitors of Bloom's syndrome helicase (BLM) | Potency, µM (top dose mostly 56.1 µM), without a hit: top-dose activity change, negative = inhibition, most hits filed as inhibitors | AID 2528, 2010 | hit rate 0.2% among 350,000 | RecQ-like DNA helicase BLM (Homo sapiens), P54132 | recombinant BLM DNA unwinding, fluorescence dequenching;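 also: plate controls were vehicle for no effect and no enzyme for full effect; nearly all actives have a fitted effect of over 35% in size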
Apoferritin bind = qHTS Assay for Identification of Novel General Anesthetics. hit rate 0.074% among 350,000. AID 485281, 2010. Ferritin light chain (Equus caballus), P02791. apoferritin/1-aminoanthracene competitive binding, fluorescence. Potency, µM (doses to about 77.5 µM), for inactives: top-dose activity change, negative = displacement, actives largely listed as inhibitors; also: % is scaled to controls: 0 for no effect and ±100 for the full control effect; nearly all actives have a fitted effect of over 20% in size
Target sequence (P02791 2-175 limits assumed): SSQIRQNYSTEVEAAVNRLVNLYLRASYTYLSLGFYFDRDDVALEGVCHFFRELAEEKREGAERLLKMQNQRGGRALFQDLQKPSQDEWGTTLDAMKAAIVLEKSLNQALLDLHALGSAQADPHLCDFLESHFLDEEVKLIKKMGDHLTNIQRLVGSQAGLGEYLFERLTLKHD
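Horse-spleen apoferritin (10 uM) in 50% saturated 1-aminoanthracene in PBS was incubated 10 min at room temperature with compound. Fluorescence (ex 380, em 535 nm) was normalized to free and bound 1-AMA, with concentration-response fitted by a four-parameter Hill equation.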
G9a inh = qHTS Assay for Inhibitors of Histone Lysine Methyltransferase G9a; Histone-lysine N-methyltransferase EHMT2 (Homo sapiens), Q96KQ7; G9a H3K9 monomethylation, AlphaScreen, 2 h; Potency, µM (highest dose often 102 µM), inactives show at the top dose activity, negative = inhibition, actives largely listed as inhibitors; hit rate 8.8% among 350,000; also: % is scaled to controls: 0 for no effect and ±100 for the full control effect; nearly all actives have a fitted effect of over 75% in size
Target sequence (Q96KQ7 913-1193 limits assumed): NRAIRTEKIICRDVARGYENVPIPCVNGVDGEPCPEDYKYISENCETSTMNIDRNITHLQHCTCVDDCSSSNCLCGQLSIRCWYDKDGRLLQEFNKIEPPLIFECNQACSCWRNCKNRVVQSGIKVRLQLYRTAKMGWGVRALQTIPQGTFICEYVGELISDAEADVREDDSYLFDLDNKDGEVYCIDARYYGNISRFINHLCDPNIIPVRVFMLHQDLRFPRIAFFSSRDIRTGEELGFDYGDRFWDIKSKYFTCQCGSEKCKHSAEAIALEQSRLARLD
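Signal arises when biotinylated H3K9 peptide, once monomethylated, bridges streptavidin donor and antibody-captured acceptor beads. Enzyme at 20 nM was preincubated 15 min with test compounds; peptide 500 nM and SAM 20 uM then reacted for 2 h.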
APEX1 inh = qHTS Assay for Inhibitors of the Human Apurinic/apyrimidinic Endonuclease 1 (APE1); hit rate 0.35% among 350,000; recombinant APE1, TAMRA/BHQ-2 abasic DNA cleavage fluorescence; Potency, µM (doses to about 65.8 µM), for inactives: top-dose activity change, negative = inhibition, most hits filed as inhibitors;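 also: plate controls were vehicle for no effect and reference inhibitor for full effect; nearly all actives have a fitted effect of over 55% in size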
Target sequence (P27695 whole entry, looked up): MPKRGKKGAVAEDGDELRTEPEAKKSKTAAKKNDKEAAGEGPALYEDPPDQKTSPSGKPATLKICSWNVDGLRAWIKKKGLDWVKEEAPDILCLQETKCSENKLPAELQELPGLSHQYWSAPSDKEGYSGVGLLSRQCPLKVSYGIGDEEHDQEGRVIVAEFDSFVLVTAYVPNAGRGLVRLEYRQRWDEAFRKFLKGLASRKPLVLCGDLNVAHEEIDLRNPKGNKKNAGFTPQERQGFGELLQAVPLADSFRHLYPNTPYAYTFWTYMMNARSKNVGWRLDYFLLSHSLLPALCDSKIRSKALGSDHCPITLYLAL
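Incision of a quenched TAMRA/BHQ-2 THF abasic-site duplex (50 nM) by 0.75 nM APE1, after 15 min compound preincubation, measured as fluorescence increase over three 60 s reads. Values normalized to buffer, DMSO and NSC13755 control wells.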
Active calls of the source: *; [ ] = dose if it differs, or a comment. Calls follow the shape of the dose curve; as a rule, active = well fitted curve in the direction sought with a large enough effect; inconclusive = small, poorly fitted or top-dose-only effect, or another doubt; inactive = no such curve, though single readings can be large; an effect the other way counts as inactive or inconclusive. Potency is read from the fitted curve at half-maximal effect. These rows are one share of the data. The share of hits here may be higher or lower than overall.

What do the screens show for `O=C(NCC1CCCO1)c1onc(CSc2ccccc2)c1C(=O)O` (configuration not stated)?
POLB inh: 2%; POLH inh: -17%; BAZ2B inh: inconclusive; Pol kappa inh: 2%; Pol iota inh: 15%; BLM helicase inh: -2%; Apoferritin bind: -6%; G9a inh: -9%[0.501 µM]; APEX1 inh: 0%

What do the screens show for `O=C(COC(=O)Cc1ccccc1F)Nc1ccc(SC(F)F)cc1`?
POLB inh: 0%; POLH inh: -29%; BAZ2B inh: -18%; Pol kappa inh: -10%; Pol iota inh: 103%[activator]; BLM helicase inh: -18%; Apoferritin bind: inconclusive; G9a inh: -47%; APEX1 inh: 5%

What do the screens show for `O=c1c(Br)c(N2CCCC2)cnn1-c1ccccc1`?
POLB inh: 31%; POLH inh: -22%; BAZ2B inh: -9%; Pol kappa inh: -14%; Pol iota inh: 46%[activator]; BLM helicase inh: 2%; Apoferritin bind: 4%; G9a inh: 4%[59 µM]; APEX1 inh: 2%

How did Clc1cccc(CN2CCC(Cc3ccccc3)CC2)c1 do in these assays?
POLB inh: -2%; POLH inh: -6%; BAZ2B inh: 50µM*; Pol kappa inh: -6%; Pol iota inh: 24%; BLM helicase inh: 3%; Apoferritin bind: -6%; G9a inh: 3.5µM*; APEX1 inh: -8%

What do the screens show for `O=C(NC1CCCC1)C(c1ccccc1)N(C(=O)c1ccno1)c1ccccc1` (configuration not stated)?
POLB inh: 14%; POLH inh: 7%; BAZ2B inh: 2%; Pol kappa inh: -7%; Pol iota inh: -5%; BLM helicase inh: 5%; Apoferritin bind: -7%; G9a inh: -2%[59 µM]; APEX1 inh: -10%

What do the screens show for `O=C(N/N=C/c1c[nH]c2ccc(Br)cc12)c1ccn(Cc2ccc(Cl)cc2)n1`?
POLB inh: 0%; POLH inh: -7%; BAZ2B inh: -31%; Pol kappa inh: -3%; Pol iota inh: 10%; BLM helicase inh: -9%; Apoferritin bind: -3%; G9a inh: 36%[12.7 µM]; APEX1 inh: -4%

What do the screens show for `Cc1cc(=O)oc2c(C)c(OC(C)C(=O)NCC3CCC(C(=O)O)CC3)ccc12` (configuration not stated)?
POLB inh: 0%; POLH inh: -11%; BAZ2B inh: 0%; Pol kappa inh: -1%; Pol iota inh: 4%; BLM helicase inh: -3%; Apoferritin bind: -3%; G9a inh: -4%[12.7 µM]; APEX1 inh: 1%

What do the screens show for `COc1ccc(C(=O)NCCNC(=O)c2cnccn2)cc1OC`?
POLB inh: -4%; POLH inh: -4%; BAZ2B inh: -19%; Pol kappa inh: -8%; Pol iota inh: 15%; BLM helicase inh: -2%; Apoferritin bind: 2%; G9a inh: -7%; APEX1 inh: 54%[activator]

How did Cc1cccc(CCNC(=O)c2ccc3c(c2)nc2n3CCOC2)c1 do in these assays?
POLB inh: -28%; POLH inh: 2%; BAZ2B inh: 3%; Pol kappa inh: -5%[60.1 µM]; Pol iota inh: 16%; BLM helicase inh: 2%; Apoferritin bind: 2%; G9a inh: -1%[59 µM]

How did Cn1c(COc2ccc(F)cc2)nnc1SCC(=O)NC1CC1 do in these assays?
POLB inh: 8%; POLH inh: -11%; BAZ2B inh: -16%; Pol kappa inh: -4%; Pol iota inh: 11%; BLM helicase inh: -5%; Apoferritin bind: -2%; G9a inh: 23%; APEX1 inh: 34%

What do the screens show for `CCC(C)c1ccc(NC(=O)C2CCN(c3ccc(C(F)(F)F)cn3)CC2)cc1` (configuration not stated)?
POLB inh: 2%; POLH inh: -18%; BAZ2B inh: -2%; Pol kappa inh: -4%; Pol iota inh: 10%; BLM helicase inh: 3%; Apoferritin bind: -3%; G9a inh: 12%; APEX1 inh: 1%

What do the screens show for `CC(C)(C)OC(=O)C[C@@H]1C/C=C\C[C@H](CC(=O)N[C@H](CO)Cc2ccccc2)C(=O)N[C@H](Cc2ccccc2)COC1=O`?
POLH inh: -3%; Pol kappa inh: 0%; Pol iota inh: 12%; APEX1 inh: -8%

How did Cc1noc(C)c1CSCC(=O)N(C)CC(=O)Nc1ccc(Cl)c(Cl)c1 do in these assays?
POLH inh: inconclusive; BAZ2B inh: inconclusive; Pol kappa inh: -14%; Pol iota inh: 18%; G9a inh: inconclusive; APEX1 inh: -14%

Results for CCN(CC)C(=O)CSc1ncnc2c1cnn2Cc1ccccc1 ?
POLB inh: 0%; POLH inh: -8%; Pol kappa inh: -4%; Pol iota inh: -15%; BLM helicase inh: -2%; Apoferritin bind: inconclusive; G9a inh: 24%[59 µM]; APEX1 inh: 0%

What do the screens show for `CCc1cccc(NC(=O)Cn2nc(-c3cc(C)ccc3C)ccc2=O)c1`?
POLB inh: 20%; POLH inh: inconclusive; BAZ2B inh: -13%; Pol kappa inh: -9%; Pol iota inh: 0%; BLM helicase inh: -8%; Apoferritin bind: inconclusive; G9a inh: -6%[59 µM]

How did CCc1ccc(/C([O-])=C(/C(=S)NCCN2CCOCC2)[n+]2ccccc2)cc1 do in these assays?
POLB inh: -21%; POLH inh: 7%; BAZ2B inh: -22%; Pol kappa inh: -4%; Pol iota inh: 30%[activator]; BLM helicase inh: -2%; Apoferritin bind: -7%; G9a inh: 25µM*; APEX1 inh: -8%

What do the screens show for `CCOc1ccc(OCCOCCOc2ccccc2Cl)cc1`?
POLB inh: -2%; POLH inh: -28%; BAZ2B inh: 75%[activator]; Pol kappa inh: -5%; Pol iota inh: 13%; BLM helicase inh: -2%; Apoferritin bind: -13%; G9a inh: 20%[59 µM]; APEX1 inh: -2%

How did CC(=O)Nc1ccc(S(=O)(=O)N2CCN(C3CCCCCCC3)CC2)cc1 do in these assays?
POLB inh: -15%; POLH inh: -8%; BAZ2B inh: -9%; Pol kappa inh: -12%; Pol iota inh: 4%; BLM helicase inh: 1%; Apoferritin bind: inconclusive; G9a inh: 6%[59 µM]; APEX1 inh: -1%

How did CCN1C(=O)c2ccccc2Sc2ccc(NC(=O)Nc3ccccc3OC)cc21 do in these assays?
POLB inh: 0%; POLH inh: -9%; BAZ2B inh: -5%; Pol kappa inh: -11%[60.1 µM]; Pol iota inh: -3%; BLM helicase inh: -8%; Apoferritin bind: 6%; G9a inh: 13%[59 µM]

How did O=C(CS(=O)CC(=O)Nc1ccccc1-c1ccccc1)Nc1ccc(F)cc1 (configuration not stated) do in these assays?
POLB inh: 1%; POLH inh: -17%; BAZ2B inh: 4%; Pol kappa inh: -4%; Pol iota inh: 23%; BLM helicase inh: -1%; Apoferritin bind: -5%; G9a inh: -10%; APEX1 inh: 13%

What do the screens show for `O=C(Nc1ccccc1)C1=C[C@H](c2ccccc2)C[C@H](OCc2ccc(CO)cc2)O1`?
POLB inh: -11%; POLH inh: -14%; BAZ2B inh: -21%; Pol kappa inh: -14%; Pol iota inh: 11%; BLM helicase inh: -10%; Apoferritin bind: -16%; G9a inh: 11%[12.7 µM]; APEX1 inh: -1%

Results for Cc1ccc(/C=N/NC(=O)CSc2nc3nc(C)cc(C)n3n2)cc1 ?
POLB inh: 33%; POLH inh: -11%; BAZ2B inh: 2%; Pol kappa inh: 2%; Pol iota inh: 12%; BLM helicase inh: 1%; Apoferritin bind: -20%; G9a inh: 31%; APEX1 inh: 1%

What do the screens show for `CCOC(=O)C1=CN(CC)S(=O)(=O)NC1c1ccc(C(F)(F)F)cc1` (configuration not stated)?
POLH inh: -12%; Pol kappa inh: 2%; Pol iota inh: -9%; APEX1 inh: 2%

What do the screens show for `COc1cccc(-c2ccc3c(c2)S(=O)(=O)c2cccc(C(=O)O)c2C3=O)c1OC`?
POLH inh: -5%; BAZ2B inh: -1%; Pol kappa inh: -8%; Pol iota inh: -16%; G9a inh: -18%[0.501 µM]; APEX1 inh: -12%

How did COC(=O)c1ccc(OCC2c3cc(OC)c(OC)cc3CCN2C(=O)Cc2ccc(OC)c(OC)c2)cc1 (configuration not stated) do in these assays?
POLB inh: 1%; POLH inh: -12%; BAZ2B inh: 11%; Pol kappa inh: -15%[60.1 µM]; Pol iota inh: 1%; BLM helicase inh: -6%; Apoferritin bind: 40%[activator]; G9a inh: 31%[59 µM]

How did COc1ccc(C2=Nc3cc(C)ccc3OC2)cc1 do in these assays?
POLB inh: 39%; POLH inh: -13%; BAZ2B inh: -4%; Pol kappa inh: -5%; Pol iota inh: 8%; BLM helicase inh: -4%; Apoferritin bind: inconclusive; G9a inh: -14%[59 µM]; APEX1 inh: -2%

Results for N=c1c(C(=O)NC2CCCCC2)cc2c(=O)n3ccccc3nc2n1CCc1ccccc1 ?
POLB inh: -9%; POLH inh: 15%; BAZ2B inh: -15%; Pol kappa inh: -7%; Pol iota inh: 29%; BLM helicase inh: 3%; Apoferritin bind: -1%; G9a inh: 17%; APEX1 inh: 45%[activator]

What do the screens show for `COc1ccc(Cn2c(CCC(=O)Nc3ccc(OC)c(Cl)c3)nc3cccnc32)cc1`?
POLB inh: -16%; POLH inh: 7%; BAZ2B inh: -11%; Pol kappa inh: -12%; Pol iota inh: 2%; BLM helicase inh: -8%; Apoferritin bind: -10%; G9a inh: -18%[59 µM]

How did COc1cc(N2Cc3ccccc3C2)ccc1C=O do in these assays?
POLB inh: 11µM*; POLH inh: inconclusive; BAZ2B inh: -2%; Pol kappa inh: -23%; Pol iota inh: inconclusive; BLM helicase inh: -2%; Apoferritin bind: -15%; G9a inh: 32µM*; APEX1 inh: -15%

Screens deposited in PubChem by National Center for Advancing Translational Sciences (NCATS).
